Compound activity as filed in PubChem.
ROS inducer = cancer cell ROS induction; AID 624156; hit rate 2% among 46,000; ROS induction (% of piperlongumine), % at 10 µM; U2OS ROS induction, H2DCF-DA fluorescence; in the data active = ROS induction above about 79%, passing the limit was not always enough; inconclusive = no clear call, values can overlap the other calls;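 note: 0% = DMSO vehicle median and 100% = reference compound median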
* = called active by the depositor; ? = inconclusive. The list is partial; rates above refer to the full screens.

item | compound | ROS inducer
1 | C[C@@H]1CN([C@H](C)CO)C(=O)Cc2cc(N(C)C)ccc2O[C@H]1CN(C)S(=O)(=O)c1cn(C)cn1 | -6.8
2 | C[C@H](CO)N1C[C@H](C)[C@@H](CN(C)Cc2ccc(C(=O)Nc3ccccc3N)cc2)Oc2ccc(NS(=O)(=O)c3ccc(Cl)cc3)cc2C1=O | 13.7
3 | CC(C)NC(=O)Nc1ccc2c(c1)CC(=O)N([C@@H](C)CO)C[C@@H](C)[C@@H](CN(C)Cc1ccc(C(=O)O)cc1)O2 | -4.3
4 | Cc1cc(C(=O)Nc2cccc3c2O[C@@H](CN(C)C(=O)Nc2ccc4c(c2)OCO4)[C@@H](C)CN([C@H](C)CO)C3=O)n(C)n1 | -1.4
5 | Cc1cccc(N(C)S(=O)(=O)c2ccc3c(c2)OCC(=O)N3)c1 | -1.0
6 | Cc1noc(C)c1NC(=O)N(C)C[C@H]1Oc2ccc(NC(=O)CCN3CCOCC3)cc2C(=O)N([C@H](C)CO)C[C@@H]1C | -6.8
7 | CC(=O)c1ccc(NC(=O)COc2ccccc2C(=O)Nc2sc3c(c2C#N)CCCC3)cc1 | -5.8
8 | O=C(CN1C(=O)c2cccc3cccc1c23)Nc1cccnc1 | -11.7
9 | CCN(CC)CCCNc1nc(Cl)nc(Nc2ccc(F)cc2F)n1 | 22.0
10 | Oc1ccccc1C1=Nc2ccccc2N=C(c2ccc(Cl)cc2)C1 | -7.9
11 | OC(CCCN1CCCCC1)(c1ccccc1)c1ccccc1 | -1.9
12 | C[C@@H]1CN([C@@H](C)CO)C(=O)c2cccc(NC(=O)C3CCOCC3)c2O[C@@H]1CN(C)Cc1ccc(C(=O)Nc2ccccc2N)cc1 | 11.6
13 | CCn1c(SCC(=O)c2ccc(Br)cc2)nnc1-c1ccncc1 | 0.1
14 | C[C@H]1CN([C@@H](C)CO)C(=O)c2cccc(NS(=O)(=O)c3ccc(Cl)cc3)c2O[C@@H]1CN(C)C(=O)NC1CCCCC1 | -0.2
15 | COc1ccc(NC(=O)N(C)C[C@H]2Oc3c(NC(=O)Nc4c(C)noc4C)cccc3C(=O)N([C@H](C)CO)C[C@@H]2C)cc1 | 4.1
16 | C[C@H]1CN([C@@H](C)CO)C(=O)c2cc(NC(=O)Nc3ccccc3)ccc2O[C@H]1CN(C)Cc1ccccc1 | -10.7
17 | C[C@@H]1CN([C@@H](C)CO)C(=O)c2cc(NS(=O)(=O)c3ccccc3)ccc2O[C@H]1CN(C)Cc1ccc(C(F)(F)F)cc1 | 81.9*
18 | CCCNC(=O)N(C)c1nncnc1C(=O)NC | 10.6
19 | C[C@H]1CN([C@@H](C)CO)C(=O)c2cccc(NS(=O)(=O)c3ccc(F)cc3)c2O[C@H]1CN(C)S(=O)(=O)c1cn(C)cn1 | -15.6
20 | C[C@H]1CN([C@@H](C)CO)C(=O)c2cccc(NS(=O)(=O)c3cccs3)c2O[C@H]1CN(C)C(=O)Nc1ccc(F)cc1 | -3.9
21 | CCCNC(=O)c1ccc(CS(=O)c2ccc(Br)cc2)o1 (stereo unspecified) | -14.3
22 | C[C@H](CO)N1C[C@H](C)[C@@H](CN(C)CC2CCCCC2)Oc2c(NC(=O)c3nc4ccccc4s3)cccc2C1=O | 14.8
23 | CCCCCC[C@H](O)[C@@H]1C[C@@H](O)C2=C(O1)[C@@H](O)CCC2=O | -0.3
24 | Cc1noc(C)c1NC(=O)N(C)C[C@H]1Oc2ccc(NC(=O)Cn3cnnn3)cc2C(=O)N([C@H](C)CO)C[C@H]1C | 2.7
25 | C[C@@H]1CCCCO[C@H](CN(C)S(=O)(=O)c2cccs2)[C@@H](C)CN([C@H](C)CO)C(=O)c2cc(NC(=O)c3ccncc3)ccc2O1 | 4.6
26 | N#Cc1ccc(-c2csc(-c3ccc(C(F)(F)F)cc3)n2)cc1 | -6.7
27 | CNC[C@@H]1Oc2ccc(NC(=O)Nc3ccc(C(F)(F)F)cc3)cc2C(=O)N([C@H](C)CO)C[C@H]1C | 4.7
28 | COc1ccc(NC(=O)CSc2nc(-c3cccs3)cc(-c3ccsc3)c2C#N)cc1OC | 64.6
29 | COc1ccc(S(=O)(=O)Nc2cccc3c2O[C@@H](CN(C)S(=O)(=O)c2ccc(Cl)cc2)[C@@H](C)CN([C@H](C)CO)C3=O)cc1 | 17.9
30 | O=C(COc1ccc(Cl)cc1)N1CCCC1 | -4.9
31 | C[C@@H]1CN([C@H](C)CO)C(=O)c2cc(NC(=O)NC3CCCCC3)ccc2O[C@H]1CN(C)Cc1ccc(Oc2ccccc2)cc1 | 37.4
32 | Cc1ccc(S(=O)(=O)Nc2cccc3c2O[C@@H](CN(C)Cc2ccc(-c4ccccc4)cc2)[C@H](C)CN([C@@H](C)CO)C3=O)cc1 | 5.0
33 | CNC[C@H]1Oc2ccc(NC(=O)NC3CCCCC3)cc2CC(=O)N([C@@H](C)CO)C[C@H]1C | -5.4
34 | C[C@H](CO)N1C[C@H](C)[C@H](CN(C)Cc2ccc(-c3ccccc3)cc2)Oc2ccc(NC(=O)CCCCCC(=O)Nc3ccccc3N)cc2CC1=O | 36.7
35 | C[C@H]1CN([C@@H](C)CO)C(=O)c2cccc(NC(=O)CCCCCC(=O)Nc3ccccc3N)c2O[C@@H]1CN(C)S(C)(=O)=O | -5.8
36 | COCCOC(=O)N1C(=O)[C@@]2(c3cc(C#CCCO)ccc31)[C@H](C(=O)N1CCN(c3ncccn3)CC1)[C@H]1C(=O)O[C@H](c3ccccc3)[C@H](c3ccccc3)N1[C@@H]2c1ccccc1OCCO | 165.6*
37 | O=S(=O)(c1ccccc1)n1ccc(-c2ccc(C#Cc3ccccc3)cc2)n1 | 17.9
38 | COc1ccc(S(=O)(=O)Nc2cccc3c2O[C@H](CN(C)S(=O)(=O)c2cccs2)[C@@H](C)CN([C@@H](C)CO)C3=O)cc1 | 1.2
39 | O=C(O)C1CCC(Cn2c(SCc3ccccc3Cl)nc3ccsc3c2=O)CC1 (stereo unspecified) | 34.6
40 | COc1ccc(N(C(=O)c2cccnc2)S(=O)(=O)c2cccs2)cc1 | 2.0
41 | C[C@H]1CN([C@@H](C)CO)C(=O)c2cc(NC(=O)CCC(F)(F)F)ccc2O[C@@H]1CN(C)Cc1ccc(C(=O)Nc2ccccc2N)cc1 | -2.4
42 | CC(C)c1cc(NS(=O)(=O)c2ccccc2)c(O)c(C(C)C)c1 | -27.3
43 | COC(=O)c1cc2c(=O)n3ccccc3nc2n(C(C)C)c1=N | -3.8
44 | OC1(/C=C/CN2CCCCC2)CCCCC1 | -10.6
45 | O=C(/C=C/c1ccco1)Nc1ccc(CN2CCOCC2)cc1 | 0.6
46 | O=C(/C=C/c1ccccc1)CC(O)CCc1ccccc1 (stereo unspecified) | -8.3
47 | CNC[C@@H]1Oc2ccc(NC(=O)Nc3ccc(C(F)(F)F)cc3)cc2C(=O)N([C@H](C)CO)C[C@@H]1C | -18.0
48 | Cc1ccc(S(=O)(=O)N(C)C[C@H]2Oc3ccc(NS(=O)(=O)c4cccs4)cc3CC(=O)N([C@@H](C)CO)C[C@@H]2C)cc1 | -15.7
49 | C[C@H](CO)N1C[C@H](C)[C@@H](CN(C)C(=O)Nc2ccccc2F)OCc2cnnn2CCCC1=O | 52.6
50 | CCOc1ccc(OCC(=O)Nc2cc(C)c(Cl)cc2OC)cc1 | -9.5

Reformatted: 3 of the compounds above
[43] COC(=O)c1cc2c(=O)n3ccccc3nc2n(C(C)C)c1=N
  ROS inducer: -3.8

[44] OC1(/C=C/CN2CCCCC2)CCCCC1
  ROS inducer: -10.6

[45] O=C(/C=C/c1ccco1)Nc1ccc(CN2CCOCC2)cc1
  ROS inducer: 0.6

(next part)
item | compound | ROS inducer
51 | C[C@H](CO)N1C[C@H](C)[C@@H](CN(C)Cc2ccccc2)Oc2ccc(NC(=O)Cc3cn(C)c4ccccc34)cc2C1=O | ?
52 | COc1ccc(NC(=O)Nc2ccc3c(c2)CC(=O)N([C@H](C)CO)C[C@@H](C)[C@@H](CN(C)C(=O)Nc2cccc4ccccc24)O3)cc1 | -2.8
53 | COc1ccc(NC(=O)Nc2ccc3c(c2)C(=O)N([C@H](C)CO)C[C@H](C)[C@H](CN(C)C(=O)CCC(F)(F)F)OCCCC[C@@H](C)O3)cc1 | -16.0
54 | C[C@@H]1CN([C@@H](C)CO)C(=O)c2cc(NS(=O)(=O)c3ccc(F)cc3)ccc2O[C@H]1CN(C)S(=O)(=O)c1ccccc1 | 6.2
55 | Cn1c(SCC(=O)Nc2cc(C(F)(F)F)ccc2Cl)nnc1-c1cnccn1 | -6.1
56 | O=c1cc(O)c2sc3nc(-c4ccccc4)ccc3c2[nH]1 | -3.0
57 | COc1ccc(-c2cc(=O)[nH]c(SCC(=O)Nc3ccc(Br)cc3)n2)cc1 | -1.8
58 | CCC(C)[C@H](NC(=O)c1ccco1)C(=O)O (stereo partly specified) | -7.5
59 | C[C@H](CO)N1C[C@H](C)[C@@H](CN(C)C(=O)Nc2ccc(F)cc2)OCc2cnnn2CCCC1=O | -22.1
60 | Cc1ccc(N(CC(=O)Nc2ccccc2F)S(C)(=O)=O)cc1Cl | -6.0
61 | Cc1cc(C)nc(SCC(=O)Nc2ccc(S(=O)(=O)NC(C)(C)C)cc2)n1 | -0.5
62 | COc1cccc(C(=O)COc2cccc(NC(=O)c3ccc([N+](=O)[O-])cc3)c2)c1 | 31.0
63 | CCc1c(O)cc(OC)c2c1O[C@H](C)CC2=O | 3.9
64 | [N-]=[N+]=Nc1ccccc1C[C@@]1(C(=O)NCc2ccccc2)N=C(c2ccc(OCCCO)cc2)O[C@@H]1c1ccccc1 | 30.8
65 | Cc1cccc(Cn2c(NCC(C)O)nc3c2c(=O)n(C)c(=O)n3C)c1 (stereo unspecified) | 1.1
66 | Cc1cc(-c2ccccc2)n2ncc(-c3ccccc3)c2n1 | 30.4
67 | C[C@H](CO)N1C[C@H](C)[C@H](CN(C)C(=O)Nc2ccc(C(F)(F)F)cc2)Oc2ccc(NC(=O)Nc3ccccc3)cc2C1=O | 84.0*
68 | COc1ccc(NC(=O)Nc2cccc3c2O[C@@H](CN(C)Cc2ccc(C(=O)Nc4ccccc4N)cc2)[C@H](C)CN([C@@H](C)CO)C3=O)cc1 | 23.9
69 | COc1cccc(S(=O)(=O)N(C)C[C@@H]2OCc3cn(nn3)CCCC(=O)N([C@@H](C)CO)C[C@@H]2C)c1 | -8.2
70 | C[C@H](CO)N1C[C@H](C)[C@H](CN(C)Cc2ccc(Cl)c(Cl)c2)Oc2ccc(NC(=O)Nc3cccc4ccccc34)cc2C1=O | -18.7
71 | Cn1c(SCC(=O)Nc2ccc([N+](=O)[O-])cc2)nc2ccccc21 | -11.7
72 | C[C@H]1CN([C@@H](C)CO)C(=O)Cc2cc(NS(C)(=O)=O)ccc2O[C@@H]1CN(C)CC1CCCCC1 | -1.0
73 | O=C(CC1C(=O)NCCN1C(=O)Nc1ccccc1)Nc1cccc(Cl)c1 (stereo unspecified) | -2.5
74 | C[C@@H]1CN([C@@H](C)CO)C(=O)c2cccc(NC(=O)Nc3ccc(F)cc3)c2O[C@@H]1CN(C)C | -4.9
75 | O=C(Cn1sc2ccccc2c1=O)NCc1ccccc1 | -0.2

Pulled one by one from the list above, four records:
item | compound | ROS inducer
36 | COCCOC(=O)N1C(=O)[C@@]2(c3cc(C#CCCO)ccc31)[C@H](C(=O)N1CCN(c3ncccn3)CC1)[C@H]1C(=O)O[C@H](c3ccccc3)[C@H](c3ccccc3)N1[C@@H]2c1ccccc1OCCO | 165.6*
28 | COc1ccc(NC(=O)CSc2nc(-c3cccs3)cc(-c3ccsc3)c2C#N)cc1OC | 64.6
34 | C[C@H](CO)N1C[C@H](C)[C@H](CN(C)Cc2ccc(-c3ccccc3)cc2)Oc2ccc(NC(=O)CCCCCC(=O)Nc3ccccc3N)cc2CC1=O | 36.7
39 | O=C(O)C1CCC(Cn2c(SCc3ccccc3Cl)nc3ccsc3c2=O)CC1 (stereo unspecified) | 34.6

More records
item | compound | ROS inducer
76 | COc1ccc(C#Cc2cnc3c(c2)C(=O)N([C@H](C)CO)C[C@H](C)[C@H](CN(C)Cc2ccncc2)O3)cc1OC | 14.4
77 | COc1ccc(S(=O)(=O)Nc2ccc3c(c2)C(=O)N([C@H](C)CO)C[C@H](C)[C@H](CN(C)S(=O)(=O)c2c(C)noc2C)OCCCC[C@@H](C)O3)cc1 | 11.7
78 | COc1ccc(NC(=O)N(C)C[C@@H]2Oc3c(NS(=O)(=O)c4ccc(OC)cc4)cccc3C(=O)N([C@H](C)CO)C[C@H]2C)cc1 | -2.6
79 | Cc1noc(C)c1NC(=O)N(C)C[C@@H]1Oc2ccc(NS(=O)(=O)c3cccs3)cc2C(=O)N([C@@H](C)CO)C[C@@H]1C | 11.0
80 | CCC(=O)N1CCN(c2ccc(Cl)cc2NC(=O)COc2ccc(C(C)(C)C)cc2)CC1 | ?
81 | C[C@@H]1CN([C@H](C)CO)C(=O)c2cc(NC(=O)C3CCCCC3)ccc2O[C@H]1CN(C)S(=O)(=O)c1ccc(Cl)cc1 | -14.4
82 | COc1ccc(CN(C)C[C@H]2Oc3c(NC(=O)NC(C)C)cccc3C(=O)N([C@@H](C)CO)C[C@H]2C)cc1 | 71.9
83 | Cc1ccc(S(=O)(=O)N(C)C[C@@H]2Oc3ccc(NC(=O)Nc4ccc(F)cc4)cc3CC(=O)N([C@@H](C)CO)C[C@@H]2C)cc1 | 14.6
84 | C[C@H](CO)N1C[C@H](C)[C@H](CN(C)Cc2ccc3c(c2)OCO3)Oc2c(NC(=O)Nc3ccccc3)cccc2C1=O | -2.3
85 | C[C@H](CO)N1C[C@H](C)[C@@H](CN(C)C(=O)Nc2ccc(F)cc2)Oc2c(NC(=O)C3CCCCC3)cccc2C1=O | -9.8
86 | C[C@H](CO)N1C[C@H](C)[C@@H](CN(C)Cc2ccc(Cl)c(Cl)c2)Oc2c(NC(=O)Nc3ccc(C(F)(F)F)cc3)cccc2C1=O | -0.4
87 | C[C@@H]1CN([C@H](C)CO)C(=O)Cc2cc(NC(=O)Nc3ccc(F)cc3)ccc2O[C@@H]1CN(C)C(=O)Nc1ccc2c(c1)OCO2 | 8.2
88 | CCn1cc(C2=NC(C(C)C)CO2)c2ccccc21 (stereo unspecified) | 2.5
89 | N#Cc1c(NC(=O)CSc2nc3c(c(C(F)(F)F)n2)CCCC3)sc2c1CCCC2 | 1.6
90 | CCOC(=O)N(C)C[C@@H]1OCc2cnnn2CCCC(=O)N([C@@H](C)CO)C[C@@H]1C | 2.6
